# mHtt clearance: compounds clearing mutant huntingtin protein | AID 853 | inhibition, % at 1.5 µM | hit rate 0.42% among 47,000 | HeLa Exon1htt(103Q)mCFP, aggregate imaging; zero = plate's median compound well;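 active = inhibition of aggregate fluorescence above about 70%, also judged a hit by eye on the cell image, limit read from the data, passing the limit was not always enough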;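 also: cells exposed to compound for three days before fixation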
# mHtt clearance grain fraction: second read-out of mHtt clearance, no call of its own (marks repeat the call); fraction fluorescence in grains; measured here: aggregate grain fluorescence fraction; stronger effect = lower value;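 scaled fraction of total cell fluorescence in grains with unit not stated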
# * = called active by the depositor. Not all compounds are listed; rates above refer to the full screens.
SMILES,mHtt clearance,mHtt clearance grain fraction
O=C(O)C1CSC2c3ccccc3C(=O)N12 (stereo not drawn),-4.5,48.4
Cc1ccc(N(CC(=O)O)S(C)(=O)=O)cc1Cl,-38.9,25.8
Cc1ccc2cc(CN(C(=O)c3ccco3)c3ccccc3C)c(=O)[nH]c2c1,-4.9,35.5
CC(=O)Nc1ccc2c(c1)nc(CCN1CCN(C)CC1)n2C,-10.0,37.5
CCOC(=O)c1sc(NC(=S)n2cc(C)cn2)c(C(=O)OCC)c1C,-9.1,22.4
CCOC(=O)N1CCC(c2nc3ccccc3[nH]2)CC1,20.0,13.9
Cc1cccc(OCCCC(=O)NC(C)c2ccccc2)c1 (stereo not drawn),-37.9,32.2
NC(=O)c1nn(-c2ccccc2)nc1N,-34.3,27.1
N/C(Cn1nnc(-c2ccccc2)n1)=N\O,6.0,15.3
O=C(NCCSCc1ccco1)Nc1cccc(Cl)c1,-36.2,26.9
CCOC(=O)c1c(C)c(C(=O)NCCCOC)c(C)n1C,6.1,31.2
COc1ccc(N(CC(=O)Nc2ccc(F)c(Cl)c2)S(=O)(=O)c2c(C)noc2C)cc1,-12.7,49.8
CCN=C(NCC)SC1CC(=O)N(c2cccc(OCC)c2)C1=O (stereo not drawn),-27.6,48.6
Cn1ccs/c1=N\S(=O)(=O)c1ccc(Br)cc1,-17.3,44.1
Cc1nc2ccccc2c(=O)n1NS(C)(=O)=O,1.2,20.3
O=C(COc1ccc(Cl)cc1)Nc1ncccn1,-45.8,30
CCOC(=O)Cc1c(C)nc(-c2ccccc2)[nH]c1=O,9.8,30.8
CC(=O)c1cc2c(cc1NS(=O)(=O)c1ccc(C)cc1)OCO2,-47.4,45.3
O=C(Nc1ccc2nc[nH]c2c1)c1ccco1,17.7,34.9
NC(=O)CC1NC(=O)c2ccccc21 (stereo not drawn),-53.7,27.7
COc1ccc(OC)c(S(=O)(=O)N(C)CC(=O)N2CCN(c3ccccc3)CC2)c1,-43.9,28
Cc1nnc(NC(=O)NC(C)N2C(=O)C3C4C=CC(C4)C3C2=O)s1 (stereo not drawn),-6.0,19.3
CCOC(=O)C(C)Oc1cccc2c(=O)n(CC(=O)N3CCN(C(=O)OCC)CC3)ccc12 (stereo not drawn),40.9,19.8
CCOc1ccccc1C(=O)NC1CC2CCCC(C1)N2Cc1ccccc1 (stereo not drawn),23.5,14.9
CCOC(=O)c1cnc(Nc2nc3ccccc3o2)nc1CSc1nnc(C)s1,-37.7,25.5
O=C(O)CSc1nc2ccccc2o1,11.9,17.2
Cc1cc(C)n(-c2nc3nonc3nc2-n2nc(C)cc2C)n1,-51.8,29.3
COc1ccc(N2CCN(c3ccc(NC(=O)C4CCCCC4)cc3C#N)CC2)cc1,-94.2,32.2
CCN(CC)c1ccc(/C=N/n2c(C)cc(C)cc2=O)cc1,9.1,33.4
CCCCOC(=O)N1CCOCCOCCN(C(=O)OCCCC)CCOCCOCC1,-0.2,34.1

# Some of these compounds in order of formula weight, low to high:
SMILES,mHtt clearance,mHtt clearance grain fraction
O=C(COc1ccc(Cl)cc1)Nc1ncccn1,-45.8,30
CC(=O)c1cc2c(cc1NS(=O)(=O)c1ccc(C)cc1)OCO2,-47.4,45.3
COc1ccc(OC)c(S(=O)(=O)N(C)CC(=O)N2CCN(c3ccccc3)CC2)c1,-43.9,28

# Next section.
SMILES,mHtt clearance,mHtt clearance grain fraction
c1cncc(CSc2nnc(-c3cccnc3)n2Cc2ccco2)c1,35.9,21.9
COC(=O)C1=C(C)N(C)C(=O)NC1c1cc(Cl)cc(Cl)c1OC (stereo not drawn),-49.5,29.9
CC(C)c1ccc(-c2nc(N3CCOCC3)[nH]c(=O)c2C#N)cc1,41.4,11.9
CCOC(=O)c1ccccc1NC(=O)CC(C)CC(=O)O (stereo not drawn),9.1,33.7
COc1ccc(NC(=O)OCC(C)C)cc1OC,-13.8,18.2
O=C(Nc1ccccc1Cl)N1CCN(c2ccc3nnc(-c4ccc(F)cc4)n3n2)CC1,1.6,35.6
CCc1nnc(NC(=O)CSc2nnc(Cc3ccc(OC)cc3)o2)s1,8.1,16.6
Cn1c(SCC(=O)N2CCOCC2)nnc1-c1cccc(NC(=O)c2ccccc2)c1,46.5,19.7
CC(C)(C)C(=O)Nc1cccc(-c2nc3ccccc3c(=O)o2)c1,-27.0,45.4
CCCC(=O)Nc1c(-c2cccs2)c(=O)c2ccccc2n1CC,-29.6,56.3
C=CCN(C(=O)Cn1c(C(=O)OC)cc2oc(C)cc21)c1ccccc1,8.7,33.6
C=CCc1cc(/C=N/n2cnnc2)cc(OCC)c1O,-40.9,55.2
O=C(O)CC(C(=O)O)c1cn(Cc2ccccc2)c2ccccc12 (stereo not drawn),40.8,23.4
CC1CCc2cc(F)ccc2N1C(=O)c1cnc2sccn2c1=O (stereo not drawn),1.3,47.7
CC(=O)c1cccc(S(=O)(=O)N2CCC(n3nnc4cc(F)ccc43)CC2)c1,-17.0,20.8
CC(=O)Nc1ccc(S(=O)(=O)N[C@@H](C)C(=O)Nc2ccc(N3CCOCC3)cc2)cc1,-8.2,45.5
O=C1C2C3C=CC(C3)C2C(=O)N1c1ccncc1 (stereo not drawn),11.4,18.1
COc1cc(C(=O)NCCC(=O)NCCN2CCOCC2)cc(OC)c1OC,-6.8,36.5
Cc1cccc(C(=O)N=c2c(C#N)cc3c(=O)n4cccc(C)c4nc3n2Cc2ccco2)c1,-25.5,20.1
Cc1ccc(C(C(=O)NC2CCCCC2)N(C(=O)c2csnn2)C2CCCC2)o1 (stereo not drawn),17.8,15.9
CCOc1cccc(OCCCNCCCOC)c1,40.0,12.6
O=c1[nH]c(=O)n(C2CCCO2)cc1Br (stereo not drawn),-24.4,24.9
CC(=O)Nc1cccc(NC(=O)C2CCCN2C(=O)Nc2cccc(F)c2)c1 (stereo not drawn),-55.6,65.6
[O-][N+]12CC[N+]([O-])(CC1)c1ccccc12,9.4,31.2
Cn1nc(-c2ccc(Cl)cc2)c2cc(C(=O)NCCCN3CCOCC3)sc21,45.6,24.5
Cc1ccc2cc(CN(CC(C)C)C(=O)C3CCCO3)c(=O)[nH]c2c1 (stereo not drawn),32.8,11.9
Cc1ccc(C(C)C)c(OCC(O)CN2CCN(CCO)CC2)c1 (stereo not drawn),-24.8,25.2
CCCS/C(N)=N/N=C/c1cc(C)ccc1O,-13.4,23.2
Cc1ccc(S(=O)(=O)/N=C(\CN2CCCCC2)N2CCOCC2)cc1,-10.9,39.2
COC(=O)CCCCCNc1ccc(C(=O)OC)cc1N,37.9,11
COCCCNCCOc1cc(C(C)C)ccc1C,18.7,16
CCC(=O)Nc1nc(N)n(-c2ccccc2)n1,42.7,21.6
COc1ccc(C(=O)NNC(=O)c2cnccn2)cc1[N+](=O)[O-],23.7,16.1
CCOc1ccc(C2C(C#N)=C(N)Oc3cc(C)n(Cc4ccco4)c(=O)c32)cc1OC (stereo not drawn),0.0,17
COc1cccc(CNc2ccc3c(c2)CCC3)c1,15.5,17.8
CCOc1ccc(C2C(=O)N(C3CCCCC3)CC(=O)N2CC2CCCO2)cc1OC (stereo not drawn),19.5,15.4
NS(=O)(=O)c1ccc(NC(=O)CSc2ccccn2)cc1,-5.5,22.1
CC1CCc2cc(F)ccc2N1C(=O)c1ccc2c(c1)OCO2 (stereo not drawn),-42.2,25.4
Cc1nc(NS(=O)(=O)c2cccs2)c2c3c(sc2n1)CCC3,20.5,27.9
COc1ccc(OC)c(NC(=O)C2CC(C)=C(C)CC2C(=O)O)c1 (stereo not drawn),11.8,17.8
CCn1cc(C(=O)NCc2cccc(F)c2)c(=O)c2cc(F)c(N3CCN(C(=O)c4ccco4)CC3)cc21,15.0,23.7
Cc1ccc(CSc2nnnn2C)cc1,-5.3,19.4
CCCNC(=O)CS(=O)Cc1nc(-c2cccc(OC)c2)oc1C (stereo not drawn),0.8,46.6
Cc1c(NC(=O)c2ccc3c(c2)OCO3)cccc1-c1nc2ccccc2o1,-70.5,52.4
CCCNC(=O)Nc1cc(C)on1,-6.4,35.4
CC1=CC(C)(C)N(S(=O)(=O)c2ccc(F)cc2)c2ccccc21,-1.4,19.9
COC(=O)c1ccc(N2CCOCC2)c(F)c1,33.0,14.1
CCOC(=O)N1CCN(C(=O)C2CCN(S(=O)(=O)c3cc(Cl)ccc3Cl)CC2)CC1,-7.2,19.9
COC(=O)Nc1ccc(NC(C)=O)cc1,18.7,35.9
O=c1[nH]c(C2CCCN(S(=O)(=O)c3ccc(F)cc3)C2)nc2c1nnn2Cc1ccccc1 (stereo not drawn),-28.3,43.8
N#Cc1cccc(NC(=O)c2nc(-c3ccccc3)n(-c3ccccc3)n2)c1,-25.4,47.8
CCn1c(=S)sc2c(=O)n(-c3ccccc3)c(SCC(=O)NCc3ccco3)nc21,-36.4,54.7
CCOc1ccc(-c2nnc3ccc(SC)nn23)cc1,28.5,24.5
COC(=O)c1ccc(-c2nc(-c3cccs3)no2)cc1,42.0,26.2
O=C(NCc1ccco1)c1sc(=S)n2c1[nH]c(=O)c1ccccc12,12.1,35.3
COc1ccc(CC(=O)NC(C)c2nnc(SCC(=O)Nc3nc(C)cs3)n2C)cc1 (stereo not drawn),-46.6,27.4
CCS(=O)(=O)c1nnnn1-c1ccccc1S(C)(=O)=O,34.9,12.7
O=C(c1ccc(COc2c(F)c(F)cc(F)c2F)o1)N1CCN(c2ccc(Cl)cc2)CC1,9.6,16
CCN(CC)C(=O)N1CCC(NC(=O)c2ccccc2)CC1,8.4,31.5
Cc1cc(C)cc(N(CC(=O)NCc2ccco2)S(=O)(=O)c2c(C)noc2C)c1,-47.0,71

# Five entries drawn at random from the list so far:
SMILES,mHtt clearance,mHtt clearance grain fraction
O=C(c1ccc(COc2c(F)c(F)cc(F)c2F)o1)N1CCN(c2ccc(Cl)cc2)CC1,9.6,16
N#Cc1cccc(NC(=O)c2nc(-c3ccccc3)n(-c3ccccc3)n2)c1,-25.4,47.8
O=C(Nc1ccccc1Cl)N1CCN(c2ccc3nnc(-c4ccc(F)cc4)n3n2)CC1,1.6,35.6
Cn1c(SCC(=O)N2CCOCC2)nnc1-c1cccc(NC(=O)c2ccccc2)c1,46.5,19.7
COc1ccc(N(CC(=O)Nc2ccc(F)c(Cl)c2)S(=O)(=O)c2c(C)noc2C)cc1,-12.7,49.8

# Entries listed so far with a thiophene ring, fused or not (5):
SMILES,mHtt clearance,mHtt clearance grain fraction
CCOC(=O)c1sc(NC(=S)n2cc(C)cn2)c(C(=O)OCC)c1C,-9.1,22.4
CCCC(=O)Nc1c(-c2cccs2)c(=O)c2ccccc2n1CC,-29.6,56.3
Cn1nc(-c2ccc(Cl)cc2)c2cc(C(=O)NCCCN3CCOCC3)sc21,45.6,24.5
Cc1nc(NS(=O)(=O)c2cccs2)c2c3c(sc2n1)CCC3,20.5,27.9
COC(=O)c1ccc(-c2nc(-c3cccs3)no2)cc1,42.0,26.2

# Remaining list, next part.
SMILES,mHtt clearance,mHtt clearance grain fraction
CC(=O)Nc1ccc2c(c1)ncn2C1CCCCC1,0.6,17.9
CCn1c(SCC(=O)c2cc(OC)ccc2OC)nnc1-c1ccncc1,-77.6,34.4
COc1ccc(N2CCN(S(=O)(=O)/C=C/c3ccccc3)CC2)cc1,-70.2,30.6
Cc1ccc(-n2ncc3c(N4CCCC4)ncnc32)c(C)c1,6.8,40.4
CCC(c1nnnn1CCOC)N1CCN(C(=O)c2ccco2)CC1 (stereo not drawn),7.3,19.2
COc1ccc(CCNC(=O)CN(C)S(=O)(=O)c2cccc3nsnc23)cc1OC,2.0,37.6
CCOC(=O)c1cc2c(nc1N)CC(C)(CC)OC2 (stereo not drawn),-13.1,31.6
CN1CCN(S(=O)(=O)c2ccc(NC(=O)c3cccc(S(=O)(=O)N4CCCC4)c3)cc2)CC1,-54.3,59.2
CS(=O)(=O)N1CCN(c2cccc(Cl)n2)CC1,15.5,19.9
CCN(CC)C(=O)CSc1nnc(CCCCCNC(=O)OC(C)(C)C)o1,-40.1,40.1
Cc1cc(N)n2ncc(-c3cccc(Br)c3)c2n1,-7.7,38
CC1=C(C(=O)N2CCCCCC2)C2(CCC(C)CC2)OC1=O (stereo not drawn),-61.2,59.4
CCCCOc1cccc(OCCCC)c1C(=O)Nc1cc(C)on1,-1.8,38
CC1(C)CC(NC(=O)CCC2CCCC2)CC(C)(C)N1,55.5,7.81
COc1ccc(S(C)(=O)=O)cc1S(C)(=O)=O,-3.3,19.7
OC(CN1CCN(c2ccccc2)CC1)c1ccc2c(c1)CCN2 (stereo not drawn),43.2,17.6
O=S(=O)(c1ccc(F)cc1)N1CCC(O)(c2ccc3c(c2)OCO3)CC1,-6.5,39.2
CCCCOC(=O)C(NC(=O)c1ccccc1)=C(C)C,16.9,23.2
CC1CCc2nc3ccc(S(=O)(=O)N4CCC(C(=O)NC5CCCC5)CC4)cc3c(C(=O)O)c2C1 (stereo not drawn),34.3,23.5
CCCCOC(=O)n1c(SCC(=O)N(C)C)nc2ccccc21,48.7,16
O=C1CC(N2CCC(Cc3ccccc3)CC2)C(=O)N1CCc1ccccc1 (stereo not drawn),38.0,12.3
CSc1nc2ccccc2cc1/C=C(\C#N)c1ccccc1,10.7,27.8
O=C(c1cccc(F)c1)N1CCC(O)(c2cccnc2)CC1,20.8,30.6
CCOc1ccc(C(=O)CN2CCN(S(=O)(=O)c3ccc(OC)cc3)CC2)cc1,-38.7,64.2
CCOCCc1nnc(NC(=O)CN2C(=O)c3ccccc3C2=O)s1,-3.6,20.1
Cc1ccc2c(CN3CCN(S(=O)(=O)c4ccc5c(c4)OCCO5)CC3)cc(=O)oc2c1C,6.1,29.7
Cc1cc(=O)oc(C)c1C(=O)Nc1ccc2nsnc2c1,-120.2,94.3
COc1ccc(C(c2nnnn2CC2CCCO2)N2CCN(c3ccccc3)CC2)cc1 (stereo not drawn),41.7,11.8
O=c1[nH]c(N2CCCCC2)nc2c1CCCC2,-26.9,21.1
O=C(Cc1coc2ccc3ccccc3c12)N1CCN(c2ncccn2)CC1,-3.0,29.4
O=C(c1ccco1)N1CCN=C1SCc1cccc(F)c1,61.1,15.9
Cc1cc(C(=O)N=Nc2c(O)n(C(C)C)c3ccccc23)n[nH]1,-46.5,44.1
O=C(NCCc1ccccc1)c1cc(-c2ccc3c(c2)OCO3)on1,-6.5,43.2

# Source: PubChem
